Compound activity (PubChem)
HePTP inhibitor: human HePTP phosphatase inhibition; recombinant HePTP phosphatase activity, OD absorbance; inhibition, % at 20 µM; 0.64% of 110,000 active; AID 521; in the data active = inhibition above about 50%;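 also: plate controls were vehicle for no effect and reference inhibitor for full effect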
Target sequence (P35236 whole entry, looked up): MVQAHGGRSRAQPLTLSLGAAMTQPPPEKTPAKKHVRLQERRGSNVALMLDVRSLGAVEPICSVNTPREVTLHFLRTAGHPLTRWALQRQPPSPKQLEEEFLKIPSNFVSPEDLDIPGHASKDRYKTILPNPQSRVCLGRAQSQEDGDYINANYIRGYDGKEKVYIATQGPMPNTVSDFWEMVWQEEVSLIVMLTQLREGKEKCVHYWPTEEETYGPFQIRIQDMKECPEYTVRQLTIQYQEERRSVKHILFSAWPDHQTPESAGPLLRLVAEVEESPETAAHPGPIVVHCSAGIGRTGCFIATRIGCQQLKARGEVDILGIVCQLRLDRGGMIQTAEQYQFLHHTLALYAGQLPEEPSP
BAP1 inh: human BAP1 deubiquitinase inhibition | 0.48% of 72,000 active | AID 436 | recombinant BAP1, Ub-AMC hydrolysis fluorescence kinetic; hits give low values | activity remaining (% of control), % at 20 µM | Q92560;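 active = activity remaining at or below 50% of control, provided the compound also passes the data quality filters; inactive = the rest, including low values that fail the filters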;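 also: 100% = DMSO wells rate and 0% = substrate alone blank rate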
Target sequence (Q92560 whole entry, looked up): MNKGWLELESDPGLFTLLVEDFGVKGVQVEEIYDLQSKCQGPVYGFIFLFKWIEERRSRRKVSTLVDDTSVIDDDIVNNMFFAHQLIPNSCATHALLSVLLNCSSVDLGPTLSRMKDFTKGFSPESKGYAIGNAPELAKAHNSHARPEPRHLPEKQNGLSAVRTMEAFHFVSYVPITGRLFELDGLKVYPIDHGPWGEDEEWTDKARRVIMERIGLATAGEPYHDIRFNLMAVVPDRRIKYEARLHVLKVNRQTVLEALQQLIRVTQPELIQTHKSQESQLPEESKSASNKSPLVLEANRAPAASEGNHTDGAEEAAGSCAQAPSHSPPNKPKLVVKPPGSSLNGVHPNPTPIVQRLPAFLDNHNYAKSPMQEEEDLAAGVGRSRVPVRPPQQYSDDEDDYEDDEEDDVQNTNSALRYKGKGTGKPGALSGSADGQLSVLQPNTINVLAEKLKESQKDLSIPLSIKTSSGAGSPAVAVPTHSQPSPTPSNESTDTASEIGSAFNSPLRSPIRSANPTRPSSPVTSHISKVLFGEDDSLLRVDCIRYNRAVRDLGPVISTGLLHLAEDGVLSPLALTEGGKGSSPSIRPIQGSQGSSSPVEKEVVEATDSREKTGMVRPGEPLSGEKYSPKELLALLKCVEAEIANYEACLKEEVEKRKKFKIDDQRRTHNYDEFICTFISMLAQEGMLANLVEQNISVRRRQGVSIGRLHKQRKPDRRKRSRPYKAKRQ
* hit, by the source's call; . = no result given; & = joins results of further samples.

SMILES	HePTP inhibitor	BAP1 inh
COc1cccc(C(c2sc3ncnn3c2O)N2CCc3ccccc3C2)c1 (centres undefined)	-16	107
C=CCOc1ccc(/C=C2\C(=O)N(c3ccc(S(N)(=O)=O)cc3)N=C2C)cc1OC	20	.
COc1cccc(CNC(=O)C2CCCN(S(C)(=O)=O)C2)c1 (centres undefined)	2	98
COc1ccc(C(=N/O)/C(=N/O)c2ccc(OC)cc2)cc1	5	98
Oc1ccccc1CNC12CN3CN(CN(C3)C1)C2	2	.
COc1ccc(CCNC(=O)/C=C/c2ccc3c(c2)OCO3)cc1OC	-3	.
CN(C)c1ccc(C2CC(=O)NC3=C2C(=O)CC(C)(C)C3)cc1 (centres undefined)	6&14	98
Cc1ccc([N+](=O)[O-])cc1NC(=O)COc1ccc(Cl)cc1Cl	-2	.
CCOc1ccccc1C1Nc2ccccc2NC2=C1C(=O)CC(c1ccc(OC)c(OC)c1)C2 (centres undefined)	5	.
CC(=O)c1cc(Cl)ccc1OC(=O)c1ccco1	6	89
COc1ccc(C(CC(=O)O)NC(=O)C2CCCCC2)cc1 (centres undefined)	-11	91
FC(F)(F)c1cccc(N2CCN(Cc3cccnc3)CC2)c1	1	93
COc1ccc2oc(=O)c(C(N)=O)cc2c1	10	.
CCOc1cc(/C=C2\SC(N3CCCCCC3)=NC2=O)ccc1O	-4	.
COc1ccc(C(=O)NCCn2cc(SCC(=O)N3CCOCC3)c3ccccc32)cc1	5	96
COc1ccccc1/C=C/C(=O)c1ccc(F)cc1	0	.
O=C1C(=O)N(c2cccnc2)C(c2ccc([N+](=O)[O-])cc2)/C1=C(\O)c1ccc(Cl)cc1 (centres undefined)	-11	.
CC(=O)Nc1nnc(C)s1	0	94
CCOc1ccccc1C1C(C#N)=C(SCC(=O)OC)NC(=O)C1C(=O)OC (centres undefined)	1	101
CCC(CC)C(=O)Nc1ccccc1[N+](=O)[O-]	0	.
COc1ccc(OCC(=O)Nc2ccc(NC(=O)c3ccco3)c(OC)c2)cc1	10	.
COC(=O)NC1CCS(=O)(=O)C1 (centres undefined)	-4	94
COc1ccccc1NC(=O)C1=C(C)Nc2nc(CCCO)nn2C1c1ccc2c(c1)OCO2 (centres undefined)	5	87
O=C(Nc1cccc(-c2nnc(-c3ccccc3)o2)c1)c1cccs1	10	.
Cc1ccccc1OCC(=O)N1CCN(c2ccccn2)CC1	2	.

Further structures
SMILES	HePTP inhibitor	BAP1 inh
CCOCCN(C(=O)COC)c1cccc(OC)c1	-4	98
OC(CNCc1ccco1)COc1ccccc1 (centres undefined)	5	88
CN1CCN(C(=O)c2ccccc2NC(=O)c2cccnc2)CC1	1	.
C/C(=N\NC(=O)CCc1c(C)n[nH]c1C)c1ccc(N)cc1	5	.
O=C(C(Sc1ccccc1)c1ccccc1)N1CCOCC1 (centres undefined)	1	.
Cc1cc(NC(=O)c2cccc(S(=O)(=O)N3CCCC3)c2)no1	7	53
O=C1NN(c2ccccc2)C(=O)C2C3c4ccccc4C(c4ccccc43)C12 (centres undefined)	0	.
CCc1ccc(CCC(=O)Nc2nnc(C)s2)o1	5	192
O=c1nc(/C=C/c2ccc(-c3ccc([N+](=O)[O-])cc3Cl)o2)cc(C(F)(F)F)[nH]1	10	.
COc1ccc(N=c2ssc3c2-c2ccc(OC)cc2NC3(C)C)cc1	4	.
O=c1c2cccnc2[nH]c(=S)n1CCCN1CCN(c2ccccc2F)CC1	12	128
CCc1ccc(NC(=O)COc2cccc(C)c2C)cc1	-2	.
Cc1cc(Nc2cccc(F)c2)nc(-c2ccccc2O)n1	6	107
CCC(=O)Nc1ccc(NC(=O)Cc2ccccc2)cn1	1	95
CCCCCOc1ccc(C(=O)NC(CCC)C(=O)O)cc1 (centres undefined)	5	92
N#CC(C(N)=O)=C1CCC2(CC1)OCCCCO2	6&9	98
COC(=O)c1c(NC(=O)C2C(C=C(Cl)Cl)C2(C)C)sc2c1CCCC2 (centres undefined)	6	85
CCOc1cc(-c2nc(-c3ccc(C)nc3OCC)no2)cc(OCC)c1OCC	1	.
O=C(NCc1ccc(F)cc1)C1C2C=CC3(CN(Cc4cccnc4)C(=O)C13)O2 (centres undefined)	-11	106
COc1ccccc1C(=O)NC(NC(=O)c1ccccc1OC)c1ccc(F)cc1	8	.
CCN1CCN(C(=O)Nc2cccc3ccccc23)CC1	2	.
O=c1[nH]c2ccc(S(=O)(=O)NCc3ccccn3)cc2s1	2	.
O=C1c2ccccc2C(=O)N1c1ccc(-c2nc3ccccc3o2)cc1	4	74
Cc1[nH]nc2ncc(C(=O)c3ccccc3O)cc12	-10	.
c1ccc2c(CNn3cnnc3)cccc2c1	9	108

Another view of part of the listing above:
| HePTP inhibitor | BAP1 inh | compound |
| --- | --- | --- |
| 6 | 107 | Cc1cc(Nc2cccc(F)c2)nc(-c2ccccc2O)n1 |
| 1 | 95 | CCC(=O)Nc1ccc(NC(=O)Cc2ccccc2)cn1 |
| 5 | 92 | CCCCCOc1ccc(C(=O)NC(CCC)C(=O)O)cc1 (centres undefined) |
| 6&9 | 98 | N#CC(C(N)=O)=C1CCC2(CC1)OCCCCO2 |

The listing continues.
SMILES	HePTP inhibitor	BAP1 inh
O=C(COc1ccc(Cl)cc1)NCCCn1ccnc1	1&2	100
COc1ccc(CCN=CC2=C(O)c3ccccc3C2=O)cc1	7	.
CCc1ccc(S(=O)(=O)Nc2ccccc2OC)cc1	5	.
CC(C)c1nc2n[nH]c(N)c2c2c1CCCC2	7	.
N#CCOc1nc(N2CCOCC2)nc(N2CCOCC2)n1	5	87
COc1ccc(/C=C/C(=O)NC(=S)n2cnc3ccccc32)cc1OC	5	.
Cc1ccc(C(=O)Nc2ccc3oc(-c4cccc(Br)c4)nc3c2)cc1[N+](=O)[O-]	-7	.
COc1cccc(C2NC(=O)N(C)C(C)=C2C(=O)OC(C)C)c1OC (centres undefined)	-8	.
Oc1ccc(-c2[nH]ncc2-c2ccc(Cl)cc2)c(O)c1	-1	87
CC1(C)Cc2ccccc2/C(=C/SC(=N)N)N1	6	.
CCOC(=O)N1CCC(N2CCN(c3cc(C)ccc3C)CC2)CC1	0	.
Cn1c(=O)c2cc(S(=O)(=O)N3CCOCC3)ccc2n(C)c1=O	5	67
CC1(C)CC(=O)C2=C(C1)N(c1ccccc1C#N)C(N)=C(C#N)C2c1cccs1 (centres undefined)	4	76
CC(=O)Oc1ccc(-c2nc3ccc(C)cc3s2)cc1	.	309
CCCCOCCCNC(=O)Cc1cccs1	6	83
O=C(COc1ccc(-c2nnco2)cc1)N1CCN(S(=O)(=O)c2ccccc2)CC1	0	.
COc1ccc(OC)c(C2/C(=C(\O)c3ccc(OC)c(Cl)c3)C(=O)C(=O)N2CCN(C)C)c1 (centres undefined)	4	119
CC1(C)CNC(=O)c2sc(N3CCCCC3)nc2C1	-3	99
Cc1c(C(=O)Nc2ccccc2C(F)(F)F)cccc1[N+](=O)[O-]	-10	.
O=S(=O)(O)c1ccc(NS(=O)(=O)c2cccc3cccnc23)cc1	5	.
CCCc1cc(C(=O)Nc2cccnc2)no1	8	98
CC(=O)NCCc1ccc(S(=O)(=O)N2CCOCC2)cc1	-4	88
COc1cc(C(=O)Nc2ccc(Cl)cc2[N+](=O)[O-])cc(OC)c1OC	.	88
COc1ccc(S(=O)(=O)N2CCSC2c2ccc(OC)c(OC)c2)cc1 (centres undefined)	2	117
COC(C)(C)C(=O)CC(=O)C(C)(C)C	-3	.

(list continues)
SMILES	HePTP inhibitor	BAP1 inh
O=C(CSc1nnc(-c2ccccc2)o1)N1CCc2ccccc2C1	3	90
CCOC(=O)c1c(NC(=O)CSc2nnnn2C)sc(C)c1-c1ccc(C)cc1	1	.
COc1ccc(NC(=O)c2ccc(N(C)S(C)(=O)=O)cc2)cc1OC	0	84
O=C(Nc1nccs1)c1ccc(Cl)s1	8	93
CCOc1ccccc1NC(=O)C1(c2ccccc2)CC1(Cl)Cl (centres undefined)	0	.
CN(C)c1ccc(-c2nc3sc4c(c3c(=O)[nH]2)CCCC4)cc1	3	.
CC(C)Cc1nc(C(N)=O)c2[nH]c(=O)n(-c3ccc(F)cc3)c2n1	-8	77
c1ccc(C2=NN3COc4ccccc4C3C2)cc1 (centres undefined)	3	.
CCc1ccccc1NC(=O)CN1CCC(NC(=O)COC)CC1	3	74
CC(C)C(C(=O)Nc1ccccc1C(N)=O)N1C(=O)c2ccccc2C1=O (centres undefined)	.	103
COc1ccc(N2CCN(C(=O)c3cc4c(-c5cccc(OC)c5)nn(C)c4s3)CC2)cc1	1	60
Cc1cc2ccccc2n1CCNC(=O)c1cccs1	-7	92
Cc1cc(Cl)ccc1OCC(=O)NCCCN1CCOCC1	15&8	95
O=C(Nc1ccccc1F)c1ccc(Br)o1	-4	.
CCOC(=O)N1CCN(C(=O)CSCC(=O)Nc2nc(-c3cccs3)cs2)CC1	.	85
O=C(Nc1cccc(F)c1)NC1CCCCC1	6	89
COc1ccc2nc(NC(=O)CN3C(=O)c4ccccc4C3=O)sc2c1	4	.
CC(=O)N=c1ncn(CC(COC(C)=O)OC(C)=O)c2nc[nH]c12 (centres undefined)	0	98
CN(CCNC(=O)CCNC(=O)Cn1ccc2ccccc2c1=O)Cc1ccccc1	5	77
COC(=O)c1ccc2c(c1)C1C=CCC1C(c1cccc3ccccc13)N2 (centres undefined)	8	.
Oc1ccc(N=Nc2ccc(Cl)cc2)c2cccnc12	6	.
COc1ccccc1OCCOc1cccc(/C=N/n2cnnc2)c1	6	.
CCOC(=O)NC(CC(=O)O)c1ccc(OC)cc1 (centres undefined)	9	126
O=C(NCc1ccco1)/C(=C/c1ccc([N+](=O)[O-])cc1)NC(=O)c1ccccc1Cl	-7	.
O=C(CN1C(=O)CC(c2ccco2)Sc2ccccc21)NCC1CCCO1 (centres undefined)	2	88

Another view of some results above.
structure | HePTP inhibitor | BAP1 inh
Cc1cc(Nc2cccc(F)c2)nc(-c2ccccc2O)n1 | 6 | 107
CCC(=O)Nc1ccc(NC(=O)Cc2ccccc2)cn1 | 1 | 95
CCCCCOc1ccc(C(=O)NC(CCC)C(=O)O)cc1 (centres undefined) | 5 | 92
N#CC(C(N)=O)=C1CCC2(CC1)OCCCCO2 | 6&9 | 98
COC(=O)c1c(NC(=O)C2C(C=C(Cl)Cl)C2(C)C)sc2c1CCCC2 (centres undefined) | 6 | 85
CCOc1cc(-c2nc(-c3ccc(C)nc3OCC)no2)cc(OCC)c1OCC | 1 | .

Following part.
SMILES	HePTP inhibitor	BAP1 inh
Cc1ccccc1N1C(=O)C(Cl)=C(N2CCCCCC2)C1=O	11	89
CCOC(=O)C(C)n1ncn2cccc2c1=O (centres undefined)	7	101
CCOC(=O)c1c(-c2ccccc2)csc1NC(=O)COc1ccccc1C	-6	.
CCSc1nnc(NC(=O)c2cccc(Br)c2)s1	4	.
CC(C)CNC(=O)c1ccc2c(c1)C(=O)N(CC(C)C)C2=O	-15	.
C=CCn1c(SCC(=O)Nc2ccc3c(c2)OCO3)nnc1-c1ccccc1OC	-2	96
CCCc1nnc(SCC(=O)N2CCOCC2)n1Cc1ccco1	13	.
COCCSc1nc2c(c(=O)[nH]c(=O)n2C)n1Cc1cccc(C)c1	2	96
Cc1ccccc1OCC(=O)Nc1c[nH]c(=O)[nH]c1=O	6	.
Cc1cc(C)c(N(C=O)C(=O)C2C(C)C3C=CC2C32CC2)c(C)c1 (centres undefined)	7	.
COC(=O)c1ccc(-c2ccc(CO)o2)cc1	4	.
COc1cccc(/C=C2\SC(=S)N(NC(=O)c3ccccc3Br)C2=O)c1	-19	.
Cc1no[n+]([O-])c1COc1ccccc1/C=C1\N=C(c2ccccc2)OC1=O	-4	.
COC(=O)c1cc(Cl)c(N)cc1OC	-10	92
CCOCCOC(=O)C1=C(C)NC2=C(C(=O)CC(C)(C)C2)C1c1cccc(O)c1 (centres undefined)	6	.
CCOC(=O)c1ccc2c(c1)N(CC(=O)N1CCCC1)C(=O)C(C)(C)O2	6	104
O=S1(=O)CCN2C(c3ccc4c(c3)CCCC4)=CSC2=N1	4	119
COCCNS(=O)(=O)c1ccc(-c2ccc(S(=O)(=O)NCCOC)cc2)cc1	-8	99
Cc1[nH]nc2c1C(c1ccc(Cl)cc1)C(C#N)=C(N)O2 (centres undefined)	8	102
O=[N+]([O-])c1ccc(C=Nc2nc3c(s2)CCCC3)cc1	.	113
COc1cccc2cc(C(=O)C3=C(O)C(=O)N(CCCN(C)C)C3c3ccncc3)oc12 (centres undefined)	-7	57
O=C(NCCOc1ccccc1)c1ccccc1F	-17	.
Cc1[nH]c(=O)[nH]c(=O)c1S(=O)(=O)NCC12CC3CC(CC(C3)C1)C2	10	93
COc1cccc(-c2cc(C(=O)N3CCCCC3C)no2)c1 (centres undefined)	5	99
Fc1ccccc1C(c1nnnn1Cc1ccc2c(c1)OCO2)N1CCN(Cc2ccco2)CC1 (centres undefined)	7	96

Compounds from the list above that have a furan ring, fused or not, in the order listed:
SMILES	HePTP inhibitor	BAP1 inh
CC(=O)c1cc(Cl)ccc1OC(=O)c1ccco1	6	89
COc1ccc(OCC(=O)Nc2ccc(NC(=O)c3ccco3)c(OC)c2)cc1	10	.
OC(CNCc1ccco1)COc1ccccc1 (centres undefined)	5	88
CCc1ccc(CCC(=O)Nc2nnc(C)s2)o1	5	192
O=c1nc(/C=C/c2ccc(-c3ccc([N+](=O)[O-])cc3Cl)o2)cc(C(F)(F)F)[nH]1	10	.
O=C(Nc1ccccc1F)c1ccc(Br)o1	-4	.
O=C(NCc1ccco1)/C(=C/c1ccc([N+](=O)[O-])cc1)NC(=O)c1ccccc1Cl	-7	.
O=C(CN1C(=O)CC(c2ccco2)Sc2ccccc21)NCC1CCCO1 (centres undefined)	2	88
CCCc1nnc(SCC(=O)N2CCOCC2)n1Cc1ccco1	13	.
COC(=O)c1ccc(-c2ccc(CO)o2)cc1	4	.
COc1cccc2cc(C(=O)C3=C(O)C(=O)N(CCCN(C)C)C3c3ccncc3)oc12 (centres undefined)	-7	57
Fc1ccccc1C(c1nnnn1Cc1ccc2c(c1)OCO2)N1CCN(Cc2ccco2)CC1 (centres undefined)	7	96

Not a hit list; overall some 0.83% were active at least once.
